Bioassay records as filed in PubChem.
FBW7 activator – FBW7 E3 ligase activators, primary screen, biochemical, AlphaScreen, human; F-box/WD repeat-containing protein 7 (Homo sapiens), Q969H0; AlphaScreen FBW7–phospho-cyclin E peptide binding, activator screen; normalized activity (activation), % at 26.1 µM; hit rate 0.13% among 650,000; AID 1259310, 2017; in the data active means normalized activity above about 1.9%;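 further: purified mutant Fbw7 with reduced substrate affinity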
MITF inh – MITF inhibitors, primary screen, biochemical, AlphaScreen, human | AlphaScreen MITF homodimerization, bead proximity signal | inhibition, % at 2.6 µM | hit rate 0.91% among 650,000 | AID 1259374, 2018; in the data active means inhibition above about 50%;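 further: 0% = vehicle wells with protein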
Target sequence (O75030 whole entry, looked up): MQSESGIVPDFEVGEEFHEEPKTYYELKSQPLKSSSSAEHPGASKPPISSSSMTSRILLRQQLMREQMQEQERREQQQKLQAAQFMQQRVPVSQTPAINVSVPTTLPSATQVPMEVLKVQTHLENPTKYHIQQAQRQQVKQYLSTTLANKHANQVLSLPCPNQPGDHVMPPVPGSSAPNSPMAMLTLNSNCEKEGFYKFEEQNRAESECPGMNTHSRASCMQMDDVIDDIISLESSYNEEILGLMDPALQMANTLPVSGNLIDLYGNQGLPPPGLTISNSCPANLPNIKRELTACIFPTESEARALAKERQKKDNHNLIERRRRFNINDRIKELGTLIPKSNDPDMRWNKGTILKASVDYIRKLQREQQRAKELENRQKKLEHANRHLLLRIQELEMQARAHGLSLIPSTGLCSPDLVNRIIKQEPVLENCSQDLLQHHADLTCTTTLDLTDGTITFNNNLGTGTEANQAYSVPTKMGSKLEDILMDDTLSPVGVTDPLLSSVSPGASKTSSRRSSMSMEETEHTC
TEAD-YAP inh – TEAD-YAP interaction inhibition, primary screen, TEAD-YAP interaction inhibitor project, luminescence, HEK-TIYL cells; TEAD-Gal4/YAP UAS-luciferase luminescence; inhibition, % at 9.12 µM; hit rate 1.4% among 640,000; AID 1259422, 2018; in the data active means inhibition above about 32%;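 further: 0% = median of test compound wells and 100% = reference inhibitor wells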
GPR151 activ – activators of human GPR151, primary screen, cell-based, PathHunter beta-arrestin, luminescence; G-protein coupled receptor 151 (Homo sapiens), Q8TDV0; PathHunter beta-arrestin GPR151 cells; activation, % at 11.2 µM; hit rate 1% among 650,000; AID 1508602, 2020; in the data active means activation above about 4.9%;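 further: 0% = median of compound wells and 100% = cells with positive control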
Target sequence (Q8TDV0 whole entry, looked up): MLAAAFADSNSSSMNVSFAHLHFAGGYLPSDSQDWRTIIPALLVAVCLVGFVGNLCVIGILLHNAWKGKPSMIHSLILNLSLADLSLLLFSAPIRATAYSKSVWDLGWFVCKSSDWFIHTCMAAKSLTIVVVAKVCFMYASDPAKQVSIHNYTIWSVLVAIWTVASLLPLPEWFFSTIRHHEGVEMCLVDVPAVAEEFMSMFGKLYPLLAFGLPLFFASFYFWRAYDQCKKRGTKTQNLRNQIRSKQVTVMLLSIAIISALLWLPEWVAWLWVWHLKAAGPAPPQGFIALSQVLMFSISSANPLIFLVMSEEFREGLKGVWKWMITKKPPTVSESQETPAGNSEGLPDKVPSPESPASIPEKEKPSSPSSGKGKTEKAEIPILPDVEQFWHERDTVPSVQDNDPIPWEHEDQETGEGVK
* hit, by the source's call.

SMILES | FBW7 activator | MITF inh | TEAD-YAP inh | GPR151 activ
COc1ccc(C2C(C(=O)OCCOc3ccccc3)=C(C)NC3=C2C(=O)CC(c2ccccc2)C3)c(OC)c1 (stereo unspecified) | 0.4 | -8.3 | 1.1 | -0.5
Cc1nn(-c2nc3ccccc3n2Cc2ccccc2)c2c1C(=O)CC(C)(C)C2 | -0.1 | 9.8 | -5.5 | -0.4
CCCCN(C)C(=O)C1c2cc(OC)c(OC)cc2C(=O)N(C)C1c1cccs1 (stereo unspecified) | 0.5 | -0.3 | 4.8 | -0.4
CCOC(=O)C1=C(OCC#N)C2C=C(C)C=CC2N=C1 (stereo unspecified) | 0.1 | -2.7 | 0.6 | -0.3
N#Cc1ccc(NC(=O)CNCc2ccccc2Cl)cc1 | 0.0 | 23.1 | -1.1 | 0.2
Cc1cc(C(=O)N/N=C/c2ccc(F)cc2)c(C)o1 | -0.1 | 0.6 | -33.0 | -2.7
O=C(Nc1nc(-c2ccncc2)cs1)c1ccc2ccccc2c1 | 0.0 | -1.2 | -10.5 | 1.8
O=Cc1cccc(-c2ccc(NCCN3CCOCC3)nc2)c1 | -0.6 | 14.0 | -57.6 | 5.2*
Fc1ccccc1-c1nc(Nc2ccc(Cl)c(Cl)c2)c2ccccc2n1 | 0.1 | 11.2 | 10.2 | -0.3
COc1cccc(C(=O)CN2CCC(NC(=O)NC3CCCCC3)CC2)c1 | 0.3 | 13.6 | 5.1 | -0.7
C=CCNC(=O)c1cc(=O)[nH]c2ccc(S(=O)(=O)N3CCCC(C)C3)cc12 (stereo unspecified) | -0.3 | 5.3 | -0.7 | 0.1
Cc1c(NC(=S)SCCC(N)=O)c(=O)n(-c2ccccc2)n1C | 0.1 | 10.0 | 0.3 | -1.3
CCS(=O)(=O)N1CCC(C(=O)N2CCC(C)CC2)CC1 | 0.0 | -14.5 | -5.9 | 1.6
Cc1c(OC(=O)c2ccc(Br)cc2)cccc1OC(=O)c1ccc(Br)cc1 | 0.6 | 6.3 | 14.3 | -0.1
O=c1n(-c2ccccc2)nnn1C1CCCNC1 (stereo unspecified) | 0.0 | -4.6 | -70.0 | -3.1
CCNc1ccc(S(=O)(=O)N(C)C)cc1[N+](=O)[O-] | -0.1 | -5.0 | -10.0 | 4.5
CC1=C(C(=O)Nc2ccc(C)cc2)C(c2ccc(Br)cc2)n2ncnc2N1 (stereo unspecified) | 0.2 | -6.1 | 17.2 | 0.3
CCCCc1ccc(C2=N/C(=C\c3coc4ccc(Cl)cc4c3=O)C(=O)O2)cc1 | 0.1 | 21.3 | 8.5 | 1.1
CC1CC(C)CN(C(=O)CN2CCN(Cc3ccc(Cl)cc3)C2=O)C1 (stereo unspecified) | 0.1 | -10.1 | -3.8 | 0.2
O=C(NCCOc1ccccc1)c1cccc(Nc2ccncc2)n1 | 0.0 | -8.2 | -7.8 | 1.0
COc1ccccc1-n1cc(C(=O)NCC(=O)N2CCN(Cc3ccccc3)CC2)c2ccccc2c1=O | 0.2 | -3.8 | 9.1 | -1.7
O=C(NCCSCc1ccc(Cl)cc1)c1ccc(CN2CCN(c3ccccc3)CC2)cc1 | -0.3 | 0.1 | 16.4 | 1.1
CCOC(=O)CNC(=O)CSc1nnc2c3c4c(sc3nc(CC)n12)CCCC4 | 0.2 | 2.8 | 1.9 | 0.3
O=C(Cn1c2ccccc2c2cn[nH]c(=O)c21)NCc1cccs1 | -0.2 | -17.1 | -3.1 | 0.1
COc1cc(C=Nc2ccc(C(N)=O)cc2)c([N+](=O)[O-])cc1OC | -0.1 | -11.9 | 3.5 | 0.3
Cc1cc(=O)[nH]c(N2CCN(c3ccccc3)CC2)n1 | 0.1 | 7.8 | 2.6 | -0.6
O=C(CCc1nnc(CCc2ccccc2)o1)N1CCCCC1CCn1cccn1 (stereo unspecified) | 0.1 | 5.6 | -6.8 | -0.8
CC(=O)NCc1nc2ccccc2n1Cc1ccccc1Cl | -0.2 | 6.3 | -9.6 | -1.9
O=C(CNS(=O)(=O)c1ccccc1)OCC(=O)c1cccc([N+](=O)[O-])c1 | 0.1 | 14.0 | -2.0 | -0.6
Cc1cnc(C)c(-c2ccc3c(c2)CC(CNC(=O)c2ccc4ccccc4n2)O3)n1 (stereo unspecified) | 0.0 | 15.4 | -5.6 | -0.4

Arranged by heavy-atom count (falling): 3 of the compounds above.
SMILES | FBW7 activator | MITF inh | TEAD-YAP inh | GPR151 activ
O=C(CCc1nnc(CCc2ccccc2)o1)N1CCCCC1CCn1cccn1 (stereo unspecified) | 0.1 | 5.6 | -6.8 | -0.8
COc1cc(C=Nc2ccc(C(N)=O)cc2)c([N+](=O)[O-])cc1OC | -0.1 | -11.9 | 3.5 | 0.3
CC(=O)NCc1nc2ccccc2n1Cc1ccccc1Cl | -0.2 | 6.3 | -9.6 | -1.9

(cont.)
SMILES | FBW7 activator | MITF inh | TEAD-YAP inh | GPR151 activ
Cc1cnc2c(c1SCc1ccc(F)cc1)c(=O)n(C)c(=O)n2C | 0.2 | -12.8 | 6.7 | 3.3
O=C(Nc1cccc2ccccc12)c1ccc2c(c1)C(=O)N(c1ccc(Cl)c(Cl)c1)C2=O | 0.2 | -4.5 | 6.5 | 0.2
CCOc1ccc(CN2CCN(C/C=C/c3ccc(OC)cc3)CC2CCO)cc1 (stereo unspecified) | 0.3 | 8.1 | 12.0 | -0.1
CC(=O)Oc1ccc2c(=O)c(Oc3ccccc3Br)coc2c1 | 0.1 | -11.2 | -6.4 | 0.6
COc1ccccc1CNC(=O)c1ccc2c(c1)nc(C)n2-c1ccc(C)cc1C | -0.2 | -3.8 | -7.2 | -0.1
Cc1ccc(C(=O)N/C(=C\c2ccccc2)C(=O)NCCc2ccccc2)cc1 | -0.1 | 5.2 | 7.9 | -0.1
CC1CCC(NC(=O)C(=O)NC2CCCCCC2)CC1 (stereo unspecified) | 0.8 | 6.3 | 3.6 | 2.4
Cc1cccc(C(=O)NC(=S)Nc2ccccc2C(=O)O)c1 | 0.4 | 16.3 | -1.7 | -3.9
O=C(Nc1cccc2ccccc12)c1cccc(F)c1 | -0.2 | -1.7 | -2.7 | -1.7
Cc1sc2ncnc(Oc3ccc(NC(=O)c4ccccc4)cc3)c2c1C | -0.1 | -2.6 | 0.9 | -1.8
COc1ccc(C(=O)Oc2ccc(/C=C3/N=C(c4ccc(Cl)cc4)OC3=O)cc2)cc1 | 0.0 | 4.9 | -0.6 | 0.1
O=C(CNCC1CCCO1)NC(=O)Nc1ccc2c(c1)OCCO2 (stereo unspecified) | -0.3 | 34.2 | -5.8 | -0.2
O=C(Nc1cccc([N+](=O)[O-])c1)c1cccc(Cl)c1Cl | 0.0 | 7.9 | -15.5 | -0.7
Cc1oc(-c2ccccc2)nc1C(=O)NN1C(=O)c2cccc3cccc(c23)C1=O | 0.1 | -1.6 | -3.2 | 1.8
COCOc1ccc2ccccc2c1C1=NOC(C(=O)Nc2cnn(C(C)(C)C)c2)C1 (stereo unspecified) | 0.3 | -14.5 | 10.9 | 0.1
CC1=C(C(=O)OC(C)(C)C)C(c2ccc(N(C)C)cc2)NC(=O)N1 (stereo unspecified) | -0.1 | 2.6 | 2.0 | 0.5
Cc1ccc(CN2C(=O)N/C(=C\c3cccn3-c3cccc(C(=O)O)c3)C2=O)cc1 | -0.2 | 6.1 | -7.8 | -0.6
CNC(=O)CN(c1ccc(C)cc1)S(=O)(=O)c1ccc(OC)cc1 | -0.1 | 11.3 | 1.4 | 0.4
COc1ccccc1CN1CCc2nnc(CNC(=O)c3ccccc3)n2CC1 | 0.0 | -9.3 | 1.9 | 0.0
CCOc1ccc(S(=O)(=O)N2CCN(Cc3ccccc3)CC2)c2ccccc12 | 0.3 | -7.6 | -10.2 | -1.4
CSc1ccc(C2SCC(=O)N2c2ccccc2)cc1 (stereo unspecified) | 0.0 | -16.8 | -6.7 | -0.7
Cc1cc(Br)ccc1N(NC(=O)C(O)(c1ccc(Cl)cc1)c1ccc(Cl)cc1)C(=O)c1ccccc1 | 0.0 | -2.0 | 5.3 | 0.6
CC(C)(C)c1ccc(C(=O)Nc2nc(-c3ccccc3)c(-c3ccccc3)s2)cc1 | 0.0 | 0.1 | 6.2 | -0.7
O=C(NCC1CCOCC1)c1cc(COc2cccc(C(F)(F)F)c2)on1 | -0.1 | -1.5 | 8.5 | -1.4
O=C(CCc1ccccc1)Nc1ccc(S(=O)(=O)N2CCCCC2)cc1 | -0.3 | -3.9 | 4.6 | 1.6
CS(=O)(=O)Nc1ccc(-c2cnc3ccc4ccncc4c3c2)cc1 | -0.1 | 9.8 | -18.7 | 1.2
Cc1ccccc1NC(=O)c1ccc(F)c(S(=O)(=O)N2CCC3(CC2)OCCO3)c1 | 0.0 | -0.5 | 7.2 | 0.2
Cc1ccc2oc(-c3ccc(NC(=O)c4cccc(OCc5ccccc5)c4)cc3)nc2c1 | 0.5 | -2.0 | 6.5 | -0.9
CC(=O)NN1CNc2ccccc2C1=O | 0.0 | 1.6 | -2.1 | 0.4
CC(=O)N1CCN(Cc2ccc3c(c2)CN(C(=O)c2ccccc2Cl)CCO3)CC1 | 0.0 | 4.9 | 7.5 | 1.9
Cc1ccc2c(Cl)c(C(=O)NCCN3CCOCC3)sc2c1 | -0.1 | -13.0 | -14.4 | 0.8
CC(=O)c1c(C)nc2ccc(Br)cc2c1C(=O)O | 0.0 | -5.8 | 9.1 | -0.3
Cn1c(=O)c2cc(C(=O)NCc3cccnc3)sc2n(C)c1=O | -0.1 | -4.8 | 0.2 | -0.9
CSCCCN1CCc2nnc(C(C)NC(=O)CCc3ccccc3)n2CC1 (stereo unspecified) | 0.0 | -3.3 | -3.7 | 0.2
COc1ccc(NC(=O)c2sc3ncnc(N4CCCCC4C)c3c2C)cc1Cl (stereo unspecified) | -0.1 | -1.9 | -3.8 | -0.6
Cc1nn(C(=O)c2ccccc2I)c(C)c1Br | 0.1 | -13.2 | 1.6 | -1.8
Cc1cccc(NC(=O)c2cc([N+](=O)[O-])ccc2NCC2CCCO2)c1 (stereo unspecified) | -0.1 | 3.1 | 1.1 | -0.5
C=CCOc1cccc(/C=N/NC(=O)C(=O)Nc2ccccc2OC)c1 | 0.0 | 14.8 | 1.6 | -1.7
COc1ccc(-n2cc(-c3ccccc3)c3c(NCc4ccccc4Cl)ncnc32)cc1 | -0.5 | 1.4 | 3.1 | -0.3
O=C(O)c1ccc2c(=O)n(Cc3ccc4c(c3)OCO4)c(=S)[nH]c2c1 | -0.1 | 2.9 | -3.5 | -0.7
Cc1cc(C(=O)Nc2ccc(S(N)(=O)=O)cc2)ccc1[N+](=O)[O-] | 0.0 | -1.9 | -1.4 | -0.5
COc1ccc(Br)cc1/C=C1\SC(N2CCCC2)=NC1=O | 0.0 | -1.2 | 12.3 | 0.4
CC(=O)/C(N=Nc1ccccc1CO)=C(\C)O | 0.1 | 8.5 | 5.4 | 0.1
COc1ccc(NC(=O)c2c(NC(=O)c3cccnc3)sc3c2CCCCC3)cc1 | 0.1 | 4.5 | 5.6 | 0.2
O=S(=O)(NCc1ccc2[nH]c3c(c2c1)CCCC3)c1ccc(F)cc1 | -0.3 | -13.3 | 5.2 | 1.0

Full records, quoted from the list.
Cc1cccc(NC(=O)c2cc([N+](=O)[O-])ccc2NCC2CCCO2)c1 (stereo unspecified) in the list: FBW7 activator = -0.1; MITF inh = 3.1; TEAD-YAP inh = 1.1; GPR151 activ = -0.5
COc1ccc(Br)cc1/C=C1\SC(N2CCCC2)=NC1=O in the list: FBW7 activator = 0.0; MITF inh = -1.2; TEAD-YAP inh = 12.3; GPR151 activ = 0.4
COc1ccc(NC(=O)c2c(NC(=O)c3cccnc3)sc3c2CCCCC3)cc1 in the list: FBW7 activator = 0.1; MITF inh = 4.5; TEAD-YAP inh = 5.6; GPR151 activ = 0.2

Continuation.
SMILES | FBW7 activator | MITF inh | TEAD-YAP inh | GPR151 activ
CC(C)(C)C(=O)N1CCCC1C(=O)Nc1ccc2ccccc2c1 (stereo unspecified) | -0.1 | -1.7 | -15.6 | 1.0
O=C1OC2(CCCCC2)OC(=O)C1=CNc1cc(C(F)(F)F)ccc1Cl | 0.0 | 5.5 | 9.4 | 1.0
COc1ccccc1C(=O)Nc1cc(Br)cc2cccnc12 | 0.2 | 2.0 | -0.9 | -0.3
COc1ccc(CN[C@H]2C[C@H]3C(=O)N[C@H](C)C(=O)N3C2)cc1Cn1cccn1 | 0.0 | 20.4 | 6.9 | -0.6
CCc1cc2c(NCCCC(=O)O)nc(C)nc2s1 | -0.1 | -7.0 | -8.0 | -1.1
CCC(Sc1nc(-c2ccco2)nc2c1c(=O)n(C)c(=O)n2C)C(=O)OC (stereo unspecified) | 0.0 | -8.7 | -3.2 | 0.9
Cc1cc(C)c(C=C(C#N)C#N)c(C)c1C=C(C#N)C#N | 0.2 | 7.2 | 13.8 | -0.3
CCc1ccccc1-n1c(SCC(=O)Nc2ccc(C)cc2)nc2n[nH]c(C)c2c1=N | -0.2 | 2.0 | 0.0 | 0.0
Cc1cc(OCC(=O)OCCNC(=O)c2ccncc2)ccc1Cl | 0.1 | 1.1 | -7.4 | -0.3
O=C(NCc1ccc2c(c1)OCO2)C1CC(=O)N(c2ccc(F)cc2)C1 (stereo unspecified) | 0.7 | 12.0 | 2.6 | 0.1
